LDHA inh: LDHA (human) enzyme inhibition. P00338. purified LDHA, NADH/diaphorase-resazurin fluorescence; active compounds read low. activity change, % (values are at about 110 or 230 µM). 0.15% of 480,000 active. AID 1347041; in the data active = activity change below about -30%; inconclusive = mostly about -25% to -30%;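 also: plate controls were DMSO wells for no effect and wells without enzyme for full effect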
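Remaining NADH was detected by diaphorase (0.133 mg/mL) converting 37 µM resazurin to fluorescent resorufin, read at 0 and 20 minutes. The preceding 5-minute room-temperature reaction used 2 nM LDHA, 0.2 mM sodium pyruvate and 0.06 mM NADH at pH 7.4.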
Vif-APOBEC3F blk: inhibitors of Vif-A3F interaction. HeLa A3F-eYFP + Vif (tagged APOBEC3F with the HIV-1 protein that degrades it), YFP fluorescence increase. Potency, µM (series often up to 46.1 µM), for the others: top-dose activity, negative = active. 0.2% of 390,000 active. AID 602313; also: potency is read from the fitted curve at half-maximal effect; % of control where 0% means no effect; nearly all actives have a fitted effect of over 65% in size
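Fluorescence increase (Ex 488/Em 500-530) after overnight compound treatment at 37 deg C flags inhibition of Vif-driven A3F-eYFP loss in stable HeLa A3F-eYFP/Vif cells seeded overnight beforehand.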
RGS4 inh: inhibitors of human regulator of G protein signaling 4 | AID 504845 | P49798 | Transcreener GDP fluorescence polarization, RGS4-accelerated GTP hydrolysis | Potency, µM (top dose mostly 114 µM), inactives show at the top dose activity change, negative = inhibition, actives largely listed as inhibitors | 0.039% of 390,000 active; also: potency is read from the fitted curve at half-maximal effect; % is scaled to controls: 0 for no effect and ±100 for the full control effect; nearly all actives have a fitted effect of over 75% in size; some results filed as inactive show a strong effect at the top dose
Target sequence (P49798 whole entry, looked up): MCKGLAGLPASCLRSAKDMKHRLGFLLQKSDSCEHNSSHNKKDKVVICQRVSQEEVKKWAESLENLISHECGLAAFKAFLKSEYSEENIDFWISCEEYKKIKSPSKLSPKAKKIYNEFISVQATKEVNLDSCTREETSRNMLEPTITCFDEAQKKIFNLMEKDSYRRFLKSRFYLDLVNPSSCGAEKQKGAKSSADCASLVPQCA
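MLSMR compounds (23 nl, pin-transferred) preincubated 10 min at room temperature with a 500nM (2x) first reagent, then RGS4 at 900nM (2x) plus Transcreener GDP mix added; fluorescence polarization (620/688 nm) read before and after 90 min at 30 °C.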
TrxR1 inh: inhibitors of rat thioredoxin reductase 1. O89049. recombinant rTrxR1, NADPH fluorescence consumption, selenite substrate. Potency, µM (top dose mostly 114 µM), for the others: top-dose activity change, negative = inhibition, most hits filed as inhibitors. 1% of 390,000 active. AID 588453; also: potency is read from the fitted curve at half-maximal effect; % is scaled to controls: 0 for no effect and ±100 for the full control effect; nearly all actives have a fitted effect of over 65% in size
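Rat TrxR1 (90 nM in the dispensed reagent) was pre-reduced with 400 uM NADPH for 5 min at room temperature, then incubated with compound for 15 min. After 400 uM selenite was added, NADPH fluorescence (Ex 340/Em 450 nm) was followed for 8 min.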
IDH1 R132H inh: blocks human mutant IDH1 R132H enzyme | AID 602179 | 0.093% of 390,000 active | Potency, µM (top dose mostly 76.6 µM), without a hit: at the highest dose activity change, negative = inhibition, hits mostly inhibitors | IDH1-R132H enzyme, NADPH consumption, diaphorase/resazurin fluorescence; also: potency is read from the fitted curve at half-maximal effect; % is scaled to controls: 0 for no effect and ±100 for the full control effect; nearly all actives have a fitted effect of over 65% in size
Target sequence (O75874 whole entry R132H, stated change not applied): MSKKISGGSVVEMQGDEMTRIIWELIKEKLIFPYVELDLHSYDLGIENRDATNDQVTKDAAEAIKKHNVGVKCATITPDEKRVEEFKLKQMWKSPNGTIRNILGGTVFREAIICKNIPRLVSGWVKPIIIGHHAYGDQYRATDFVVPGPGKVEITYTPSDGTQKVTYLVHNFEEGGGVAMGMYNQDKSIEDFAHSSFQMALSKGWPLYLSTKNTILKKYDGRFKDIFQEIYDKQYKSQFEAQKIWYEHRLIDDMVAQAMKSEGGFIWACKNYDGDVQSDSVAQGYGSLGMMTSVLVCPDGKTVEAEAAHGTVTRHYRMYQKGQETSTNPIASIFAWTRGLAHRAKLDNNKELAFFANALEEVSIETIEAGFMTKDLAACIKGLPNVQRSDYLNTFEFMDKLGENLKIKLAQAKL
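IDH1-R132H (0.5 ug/mL dispensed) in pH 7.5 Tris buffer was preincubated 30 min with compound, then given a substrate mix of 0.016 mM NADPH and 2 mM alpha-KG for 80 min at room temperature; remaining NADPH was read by diaphorase/resazurin fluorescence.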
TrxR1 substrate: rat thioredoxin reductase 1 substrate activity | Potency, µM (series often up to 114 µM), without a hit: top-dose activity change, negative = substrate turnover | O89049 | AID 588456 | purified TrxR1 substrate turnover, NADPH consumption readout | 0.01% of 390,000 active; also: potency is read from the fitted curve at half-maximal effect; % is scaled to controls: 0 for no effect and ±100 for the full control effect; nearly all actives have a fitted effect of over 50% in size
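Rat TrxR1, dispensed at 90 nM, was prereduced with 400 uM NADPH (final) for 5 min at ~22 deg C, then incubated with compound 15 min before 400 uM selenite. A first-read NADPH fluorescence drop versus no-compound background flagged substrates.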
Vif-APOBEC3G blk: inhibitors of Vif-APOBEC3G interaction; Potency, µM (highest dose often 46.1 µM), inactives show at the top dose activity, negative = active, hits mostly inhibitors; HeLa A3G-eYFP + Vif (tagged APOBEC3G with the HIV-1 protein that degrades it), YFP fluorescence, overnight; Q9HC16; 0.076% of 410,000 active;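 also: potency is read from the fitted curve at half-maximal effect; % is scaled to controls: 0 for no effect and ±100 for the full control effect; nearly all actives have a fitted effect of over 60% in size; hits raise eYFP signal because A3G escapes Vif-driven loss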
Target sequence (Q9HC16 whole entry, looked up): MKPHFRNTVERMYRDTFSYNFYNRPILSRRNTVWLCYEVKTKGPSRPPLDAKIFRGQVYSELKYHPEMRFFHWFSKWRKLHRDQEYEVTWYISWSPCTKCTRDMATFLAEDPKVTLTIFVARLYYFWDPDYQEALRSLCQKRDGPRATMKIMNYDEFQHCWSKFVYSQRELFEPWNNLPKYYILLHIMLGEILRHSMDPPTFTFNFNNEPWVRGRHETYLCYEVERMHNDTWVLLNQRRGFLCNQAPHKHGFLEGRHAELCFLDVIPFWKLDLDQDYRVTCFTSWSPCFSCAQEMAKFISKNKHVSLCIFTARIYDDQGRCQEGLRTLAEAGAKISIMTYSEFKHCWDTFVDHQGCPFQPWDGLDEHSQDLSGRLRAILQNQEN
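HeLa cells stably expressing Vif and C-terminally eYFP-tagged A3G, seeded overnight at 37 deg C, then exposed to compound by pintool overnight at 37 deg C. Rise in yellow fluorescence (Ex 488/Em 500-530, Acumen) marks blocked Vif-driven A3G degradation.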
Glioma ERSR ind: ER stress response induction in glioma; 0.02% of 420,000 active; Potency, µM, without a hit: at the highest dose activation, most hits filed as activators; U87-MG GRP78 promoter luciferase reporter, 16 h; also: potency is read from the fitted curve at half-maximal effect; series mostly up to about 76 µM; % of control where 0% means no effect; nearly all actives have a fitted effect of over 35% in size
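Stably transfected U87-MG human glioma cells carrying a GRP78-based luminescent sensor were seeded at 1000 cells/well, pin-dosed with compounds and incubated 16 h. Luciferase reagent was then added, and end-point luminescence was read after 10 min at room temperature.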
USP1 inh: inhibitors of human USP1/UAF1 deubiquitinase | recombinant USP1/UAF1, Ub-Rhodamine cleavage fluorescence | Potency, µM (top dose mostly 57.1 µM), inactives show at the top dose activity change, negative = inhibition, hits mostly inhibitors | 0.23% of 390,000 active; also: potency is read from the fitted curve at half-maximal effect; % is scaled to controls: 0 for no effect and ±100 for the full control effect; nearly all actives have a fitted effect of over 60% in size; inactives centre near -12
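High-throughput fluorogenic screen: 1nM USP1/UAF1 complex, Ub-Rho substrate 150nM final, 50mM HEPES pH 7.8 with 0.5mM EDTA, 0.1 mg/ml BSA, 1mM TCEP and 0.01% Tween-20.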
Numbers without * were called inactive; ? = inconclusive; · = no result given; [ ] = another dose, or the depositor's remark. Unless noted, calls follow the shape of the dose curve; as a rule, active = well fitted curve in the direction sought with a large enough effect; inconclusive = small, poorly fitted or top-dose-only effect, or another doubt; inactive = no such curve, though single readings can be large; an effect the other way counts as inactive or inconclusive. A portion of the library, so the mix of outcomes need not match the whole.

Below each compound: LDHA inh	Vif-APOBEC3F blk	RGS4 inh	TrxR1 inh	IDH1 R132H inh	TrxR1 substrate	Vif-APOBEC3G blk	Glioma ERSR ind	USP1 inh
1. COc1cc(S(=O)(=O)Nc2ccc3nc(C)sc3c2)ccc1NC(C)=O
  1.1	-5.8%	11.3%	24.5%	-5.7%	-1.4%	-9.9%	-5.3%	-17.4%
2. COc1ccc(C(=O)NC2CCN(CC(=O)NCc3ccccc3)CC2)cc1
  0.6	-2.8%	-2.7%	20.8%[57.1 µM]	-3.2%	-5.6%	-5.2%	-1.5%	-0.8%
3. CCCN(C(=O)Nc1cn(CC(C)C)c(=O)c2ccccc12)c1ccc(F)cc1
  3.6	8.5%	16.5%	4.0%	10.6%	24.1%	-0.7%	-2.6%	-26.3%
4. O=C(NCCCN1CCCC1=O)c1ccc(S(=O)(=O)Nc2cccc(C(F)(F)F)c2)cc1
  -2.8	-2.9%	21.4%	3.3%[57.1 µM]	-9.1%	1.1%[57.1 µM]	0.8%	1.6%	-3.8%
5. CC(C)(C)Cc1nnc(NC(=O)c2ccco2)s1
  -5.2	-4.6%	11.7%	2.4%	3.5%	-3.8%	3.1%	2.1%	-10.8%
6. COc1ccc(/C(O)=C2/C(=O)C(=O)N(CCCC(=O)O)C2c2ccc(OC)c(OC)c2)cc1 (stereo unspecified)
  -5.9	3.8%	5.6%	?	1.0%	-17.2%	-1.1%	1.6%	-13.4%
7. CCOc1cccc(C(=O)N2CCC(c3nc4ccccc4s3)CC2)c1
  -4.5	3.0%	5.9%	26.4%	?	5.5%	0.4%	2.1%	-15.6%
8. C[C@H](CO)N1C[C@H](C)[C@@H](CN(C)S(=O)(=O)c2ccccc2)Oc2ccc(NS(=O)(=O)c3cccs3)cc2C1=O
  ?	7.5%	0.9%	8.0%	13.9%	8.9%	-4.3%	-4.0%	-25.9%
9. CCN(CCn1cccn1)C(=O)CCc1nnc(Cc2c[nH]c3ccccc23)o1
  2.1	-2.3%	18.4%	-3.4%	-2.9%	0.7%	-0.4%	-0.6%	-8.2%
10. Cc1nn(C(=O)c2cccc([N+](=O)[O-])c2C)c(C)c1S(=O)(=O)N1CCCCCC1
  -1.7	0.4%	-8.5%	5.3%[57.1 µM]	2.4%	9.3%[0.457 µM]	-0.7%	-3.5%	-20.0%
11. CC/C(=N\NC(=O)c1cc(C)nc2ccccc12)c1ccc(C)s1
  -2.7	4.4%	-37.5%	6.0%[57.1 µM]	-1.8%	15.1%[57.1 µM]	?	-3.9%	-17.9%
12. CCCn1c(SCC(=O)Nc2ccc(Cl)cc2F)nc(O)cc1=O
  -3.1	-17.3%	-16.3%	11.9%	-14.3%	2.6%	-6.3%	0.8%	-19.0%
13. CC(=O)Nc1ccc2c(c1)ncn2-c1ccc(C)cc1
  -2.6	0.7%	3.8%	-1.9%[57.1 µM]	1.2%	-12.2%	-4.5%	-7.3%	-7.1%
14. CCOC(=O)C1CCCN(CCC(=O)Nc2c(C(=O)OC)[nH]c3cc(OC)ccc23)C1 (stereo unspecified)
  0.8	-4.8%	1.4%	6.2%	1.0%	2.9%	-3.0%	-2.3%	-23.6%
15. CCC(=O)N1CCc2cc(Br)cc(S(=O)(=O)NCCc3ccc(OC)c(OC)c3)c21
  -0.8	-4.8%	-13.6%	8.8%	-3.6%	1.0%[2.29 µM]	-0.4%	-3.2%	?
16. CCOC(=O)c1cc[nH]c1C
  0.0	-1.7%	1.6%[11.4 µM]	14.2%	5.8%	3.3%	0.9%	-1.9%	-7.3%
17. C/C(=N\NC(=O)c1nnn(-c2nonc2N)c1CN1CCOCC1)c1ccc(CC(C)C)cc1
  -1.9	-2.6%	-23.4%	6.9%	25.0%	-0.7%	-0.8%	-5.2%	-5.7%
18. CCc1nnc(NC(=O)C2CC(=O)N(CCc3ccc(F)cc3)C2)s1 (stereo unspecified)
  -7.9	5.8%	2.5%	19.2%	-0.6%	6.4%	-3.6%	-1.6%	-10.3%
19. COc1ccccc1C(=O)Oc1ccc(C(c2c(C)[nH][nH]c2=O)c2c(C)[nH][nH]c2=O)cc1
  8.3	-3.2%	?	-11.1%	-12.6%	-3.4%	3.2%	-1.6%	-18.3%
20. CC(C)(Oc1ccc(F)cc1)C(=O)OCC(=O)c1ccc(S(C)(=O)=O)cc1
  -2.7	-13.4%	-27.5%	9.9%	-8.9%	-7.0%	-0.5%	1.0%	-9.1%
21. O=C(COC(=O)c1ccc[n+]([O-])c1)Nc1cc([N+](=O)[O-])ccc1Cl
  -5.3	5.5%	-2.8%	-7.7%[2.29 µM]	7.0%	-5.4%[2.29 µM]	-0.4%	-8.1%	-21.5%
22. CCOc1cc(/C=N/NC(=O)CN2CCCCC2)ccc1OCc1cccc(Cl)c1
  2.8	-6.1%	-22.5%	-11.7%	1.7%	-14.9%	-3.9%	-5.2%	-14.8%
23. Cc1ccc(NC(=O)CN2C(=O)NC3(CCCCC3C)C2=O)cc1S(=O)(=O)N1CCOCC1 (stereo unspecified)
  -0.5	-4.9%	·	·	-3.6%	·	1.7%	-3.7%	-9.4%
24. O=C(Nc1ccc(N2CCCCC2)cc1)c1cccnc1Cl
  3.4	-3.6%	-40.1%	13.2%[57.1 µM]	8.2%	-0.4%	3.2%	3.4%	-14.8%
25. Cc1ccc(N=Nc2ccc(O)c(/C=N\NC(=O)c3ccc(N)cc3)c2)cc1C
  -8.9	-10.4%	-13.1%	14.0%	2.1%	-1.4%	-0.7%	6.3%	2.5%
26. CCN(CC)S(=O)(=O)c1ccc(C(=O)NC(=S)N(CCO)Cc2ccccc2)cc1
  -6.4	-3.2%	-33.1%	6.3%	-6.3%	5.5%	1.2%	-4.0%	-16.8%
27. O=C(C1CCN(S(=O)(=O)c2ccc(-n3cnnn3)cc2)CC1)N1CCN(c2ccccc2)CC1
  2.4	-2.5%	-15.2%	-7.4%	2.5%	0.4%	-1.0%	-4.9%	-5.6%
28. CCN(c1ccccc1)S(=O)(=O)c1ccc(Cl)c(C(=O)NCc2ccco2)c1
  -9.2	-5.2%	-26.7%	-25.1%	3.4%	1.0%	-2.1%	-0.4%	-1.1%
29. COC(Cc1ccccc1N1CCCC1=O)OC
  -0.9	-5.0%	-9.8%	10.3%[57.1 µM]	5.6%	3.9%	-0.6%	-0.8%	-20.7%
30. Cc1ccn2cc(CCNS(=O)(=O)c3ccc4c(c3)OCCO4)nc2c1
  -1.4	-0.9%	-5.1%	13.2%[57.1 µM]	24.3%	-1.3%[57.1 µM]	-1.3%	-3.9%	-4.3%
31. O=C(CCN1C(=O)c2ccccc2C1=O)N1CCCCCC1
  -0.9	0.6%	-42.3%	18.3%[57.1 µM]	9.8%	7.2%[57.1 µM]	-1.2%	-1.2%	-11.1%
32. COc1cc(C)c(NC(=O)Cc2ccsc2)cc1OC
  -3.4	-2.5%	-16.3%	16.1%	1.5%	9.1%	-0.5%	-0.8%	-25.0%
33. O=C(CN1C(=O)C2CC=CCC2C1=O)Nc1nc2ccccc2[nH]1 (stereo unspecified)
  4.1	-5.2%	1.9%	-1.6%	-0.6%	2.4%	-4.2%	-2.3%	-19.9%
34. CCO[C@@H]1OC(C(=O)N2CCOCC2)=C[C@H](C(C)(C)C)[C@H]1CCCO
  -11.7	-4.1%	31.8%	21.1%	-11.5%	-1.9%	0.7%	-4.2%	6.8%
35. CCn1c(=NC(=O)c2ccco2)sc2cccc(F)c21
  -4.4	-29.9%	15.2%	8.1%[57.1 µM]	30.3%[activator]	5.2%[57.1 µM]	-23.7%	4.4%	-22.7%
36. CCn1nc(C)c(NC(=O)CC23CC4CC(CC(C4)C2)C3)c1C
  -3.7	-16.6%	38.1%	6.3%	7.7%	-2.5%	0.0%	-2.6%	-4.3%
37. O=C(OCC(=O)N1CCc2ccccc21)c1cncc(Br)c1
  -6.6	1.7%	-5.4%	14.9%	3.7%	2.2%	0.4%	-2.6%	-7.4%
38. CC(Oc1ccccc1)C(=O)N1CCC2(CC1)Oc1ccc(F)cc1C(=O)C21CC(c2cccnc2)=NO1 (stereo unspecified)
  4.4	-14.2%	8.0%	18.2%	10.3%	5.0%	-18.3%	-3.2%	?
39. Cc1cccc(N2CCN(c3ncnc4onc(-c5ccc(F)cc5)c34)CC2C)c1 (stereo unspecified)
  10.3	0.1%	-6.8%	-13.6%	-16.1%	-4.2%	-3.0%	-1.4%	-22.2%
40. O=C(CSc1nc(O)c(Cc2ccccc2F)c(=O)[nH]1)N1CCCCCC1
  -7.5	-9.1%	32.9%	4.4%	17.1%	-1.2%	1.1%	-2.9%	-15.3%
41. O=C(NCc1cccs1)C1CC(=O)N(c2ccc(F)cc2)C1 (stereo unspecified)
  -1.6	-9.3%	9.0%	13.5%[57.1 µM]	-1.6%	10.9%[57.1 µM]	0.3%	0.9%	-8.9%
